PKA-R1A activ = activates the PKA-R1A holoenzyme complex. activation, % at 11.4 µM. AID 504707. 340,000 compounds, 0.083% hits. PKA-R1A dissociation, Cy5-IP20 fluorescence polarization; scaled: DMSO 0%, 113 µM cGMP 100%. P00514+P68181;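 active = percent activation above the mean of all tested compounds plus 3 SD, cut at about 19% in these data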;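 also: higher means more PKAc released from R1A so a rise in polarization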
AddAB inh = less growth of phage-infected E. coli with AddAB | E. coli expressing H. pylori AddAB, absorbance growth | inhibition, % at 11.9 µM | 330,000 compounds, 0.29% hits | AID 435030; in the data active = inhibition above about 12%;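 also: 0% = vehicle wells of infected cells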
MOR-DOR ag = agonists of human mu-delta opioid receptor heterodimerization | P35372+P41143 | cells, OPRM1-OPRD1 heterodimerization, luminescence | activation, % at 9.3 µM | 340,000 compounds, 0.3% hits; in the data active = activation above about 18%;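 also: 0% = vehicle-treated cells and 100% = reference agonist; values of inactives mirror those of a sister screen read the other way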
MOR-DOR inv ag = inverse agonist of human OPRM1-OPRD1 heterodimerization; P35372+P41143; cell-based MOR-DOR heterodimer luminescence, inverse agonism; inhibition, % at 9.3 µM; 340,000 compounds, 0.21% hits; AID 504357; in the data active = inhibition above about 22%, passing the limit was not always enough;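 also: 0% = cells with DMSO and 100% = wells without cells with DMSO; values of inactives mirror those of a sister screen read the other way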
PfHsp90 yeast 2 = growth inhibition of yeast expressing Plasmodium Hsp90; S. cerevisiae expressing PfHsp90, BacTiter-Glo ATP, 48 h; yeast lacking PDR1 and PDR3 efflux regulators; 310,000 compounds, 0.32% hits; inhibition, % at 9.4 µM; AID 504621;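 active = every replicate shows inhibition above about 80%, whatever the replicate mean, limit read from the data; inconclusive = mean inhibition reaches the set limit but some replicate falls short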;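 also: 0% = DMSO neutral controls and 100% = 20 µM radicicol positive controls; yeast relying on Plasmodium falciparum Hsp90 in place of its own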
phage Ecoli inh = E. coli growth loss with phage present | growth absorbance | inhibition, % at 11.9 µM | 360,000 compounds, 0.26% hits; in the data active = inhibition above about 11%
Pemphigus Ab inh = blocks pemphigus antibody binding to human desmoglein-3; AID 588358; DSG3-coupled beads, scFv-anti-DSG3-GFP binding, flow cytometry; stronger effect = lower value; 310,000 compounds, 0.48% hits; binding (percent of control), % at 10 µM;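 active = binding more than 3 SD below its plate's average and above zero; inconclusive = below that plate limit but binding exactly zero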; also: some compounds called inactive have numbers as strong as hits
Target sequence (P32926 whole entry, looked up): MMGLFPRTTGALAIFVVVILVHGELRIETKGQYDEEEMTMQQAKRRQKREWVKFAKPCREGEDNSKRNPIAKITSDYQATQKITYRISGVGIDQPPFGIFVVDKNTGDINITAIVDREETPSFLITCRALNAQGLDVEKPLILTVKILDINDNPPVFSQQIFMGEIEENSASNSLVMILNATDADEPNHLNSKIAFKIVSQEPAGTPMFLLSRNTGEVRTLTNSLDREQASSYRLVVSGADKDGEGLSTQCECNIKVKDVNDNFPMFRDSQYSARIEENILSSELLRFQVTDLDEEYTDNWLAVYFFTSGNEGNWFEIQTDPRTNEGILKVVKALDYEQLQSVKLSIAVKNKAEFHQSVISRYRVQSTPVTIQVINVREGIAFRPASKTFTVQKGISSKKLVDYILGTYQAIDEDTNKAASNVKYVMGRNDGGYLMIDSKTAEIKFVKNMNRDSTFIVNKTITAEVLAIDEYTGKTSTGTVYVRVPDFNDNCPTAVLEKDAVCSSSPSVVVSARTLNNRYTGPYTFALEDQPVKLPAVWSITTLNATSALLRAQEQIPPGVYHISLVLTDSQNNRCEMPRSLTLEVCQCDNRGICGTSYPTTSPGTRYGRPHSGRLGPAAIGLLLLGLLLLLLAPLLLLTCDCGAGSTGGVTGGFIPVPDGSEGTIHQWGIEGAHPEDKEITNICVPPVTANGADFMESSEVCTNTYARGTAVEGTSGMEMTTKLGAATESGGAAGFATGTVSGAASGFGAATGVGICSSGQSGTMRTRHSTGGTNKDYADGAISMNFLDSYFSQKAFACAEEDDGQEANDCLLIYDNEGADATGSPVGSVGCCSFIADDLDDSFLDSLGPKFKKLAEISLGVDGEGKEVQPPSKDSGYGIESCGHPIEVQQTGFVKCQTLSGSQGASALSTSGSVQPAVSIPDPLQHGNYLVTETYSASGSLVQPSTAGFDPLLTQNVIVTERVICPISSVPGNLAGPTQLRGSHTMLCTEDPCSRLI
Arrestin-AP2 inh = blocks beta-arrestin peptide binding to AP2 adaptin | FITC-arrestin peptide / GST-AP2 beads, flow cytometry; AP2 beta2 appendage carries R879A mutation | inhibition, % at 10 µM | 340,000 compounds, 0.31% hits | AID 504490;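 active = inhibition above a set limit, near 3 SD of compounds lacking own fluorescence, cut at about 54% in these data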;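 also: plate controls were DMSO wells for no effect and 5 µM unlabelled arrestin peptide for full effect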
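System: GST-AP2 R879A glutathione beads; medium: PBS, Tween 20 0.05%, BSA 0.1%; reagent: fluorescein-tagged arrestin peptide at 50 nM final; schedule: pre-incubation 12 min, peptide binding 1 h, room temperature; detection: flow cytometry, FL1 (488/535 nm); read-out: inhibition as reduced fluorescein signal on beads, percent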
E coli growth = counter-screen for AddAB inhibitors: E. coli growth inhibition; E. coli V3065 growth, OD600 absorbance, 18 h; inhibition, % at 11.9 µM; 330,000 compounds, 0.27% hits; AID 449728;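 active = inhibition above the campaign's mean inhibition across all tested compounds plus 3 SD, cut at about 9.9% in these data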;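 also: uninfected addAB+ strain grown without phage in ampicillin broth; 0% = DMSO wells and 100% = ciprofloxacin 0.95 µg/ml wells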
Tat transport = E. coli Tat transport inhibition | 340,000 compounds, 0.036% hits | E. coli MC4100 TorA-mCherry Tat export, fluorescence | inhibition, % at 10 µM | AID 488895;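 active = mean replicate inhibition at least 50% and at least half of replicates individually reaching 50%; inconclusive = only one of the two criteria met; inactive = neither criterion met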;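 also: exported cargo escapes ClpAP degradation while cytoplasmic cargo is degraded and loses fluorescence; 0% = median of neutral control wells and 100% = median of NaSCN control wells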
Mot1-301 SUMO = blocks SUMOylation pathway, rescuing yeast Mot1-301 growth; growth rescue, % at 18.8 µM; 320,000 compounds, 1% hits; S. cerevisiae Mot1-301 growth rescue, ATP luminescence, 38.5C; percent above DMSO median, 100 means doubled; AID 2716;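 active = every valid replicate shows activation above 250% relative to neutral control wells; inactive = the rest, any valid replicate at or below 250%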;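 also: OY570 slx delta 5 strain wells were the positive control but not used for scaling; some compounds called inactive have numbers as strong as hits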
Numbers without * were called inactive; ? = inconclusive; · = no result given.

SMILES	PKA-R1A activ	AddAB inh	MOR-DOR ag	MOR-DOR inv ag	PfHsp90 yeast 2	phage Ecoli inh	Pemphigus Ab inh	Arrestin-AP2 inh	E coli growth	Tat transport	Mot1-301 SUMO
Cc1ccsc1CN(C)C(=O)CN1C(=O)NC2(CCCc3ccccc32)C1=O (centres undefined)	-7	0.9	-3.1	17	-7	0.8	108	-17	0.1	3	1
CC(Sc1nnc(C(F)(F)F)n1C)C(=O)NC(N)=O (centres undefined)	11	1.4	-1.0	6	-6	1.5	88	-3	-2.2	2	172
O=C(NN1C(=O)c2ccccc2NC1c1ccccn1)c1ccccc1 (centres undefined)	-8	1.1	-0.1	1	19	4.0	108	-2	-0.9	5	-8
CCOc1ccccc1NC(=O)CN1C(=O)COc2ccc(Cl)cc21	-4	4.0	1.1	-6	2	1.5	101	6	0.9	23	437
COc1cccc(C2CC(C(F)(F)F)n3ncc(C(=O)NC(C)(C)C)c3N2)c1 (centres undefined)	-5	1.6	-2.9	18	-4	2.0	·	2	-0.6	-12	-14
COc1cccc(/C=C/C2=CC(C)(C)NC(=S)N2)c1	-10	1.9	1.5	-8	-18	3.2	102	-12	0.2	-1	4
COc1ccc(-n2nnnc2-c2cccnc2)cc1	-7	0.6	3.2	-17	-2	1.9	108	6	0.9	9	113
CCOCCCNC(=O)c1ccc(Cn2c(=O)[nH]c3ccsc3c2=O)cc1	3	-0.3	-2.1	11	-14	1.3	91	-4	1.5	-7	-12
COc1ccccc1NS(=O)(=O)c1cccc(C(=O)NCC(C)(C)N2CCOCC2)c1	-7	-0.4	-3.7	12	-17	3.9	111	0	-0.2	-1	-2
Cc1ccccc1NC(=O)OCCN1CCN(Cc2ccccc2)CCC1=O	-6	3.1	-1.2	6	-16	3.4	99	9	-2.5	7	-3
CCN(C(=O)COC(=O)c1ccccc1Cc1ccccc1)C1CCS(=O)(=O)C1 (centres undefined)	-1	-0.3	0.3	-2	-10	7.3	102	-9	0.1	-9	-4
COCCNC(=O)CN(C(=O)CCC(=O)Nc1ccccn1)c1ccccc1F	0	4.4	-0.6	3	-14	3.0	103	-4	3.4	-2	27
O=C(Nc1nc(-c2ccc(S(=O)(=O)N3CCCC3)cc2)cs1)c1cccs1	-4	4.2	2.4	-11	30	6.3	106	4	1.6	-2	-6
N#CC(c1ccc(Cl)cc1)(c1ncc(C(F)(F)F)cc1Cl)N1CCOCC1 (centres undefined)	-13	2.8	4.0	-21	13	4.2	104	5	0.3	1	33
O=[N+]([O-])c1cccc(OCCN2CCC(Cc3ccccc3)CC2)c1	1	·	6.5	-36	-7	3.0	110	4	·	-16	37
COC(=O)C1C(O)=C(C=NCC(C)N=CC2=C(O)C(C(=O)OC)C(C)(C)CC2=O)C(=O)CC1(C)C (centres undefined)	7	2.9	-3.6	19	8	1.0	103	0	-3.4	6	108
COC(=O)C1=CN(C)C=C(C(=O)OC)C1c1ccsc1	-4	·	-1.6	9	11	2.0	113	-3	·	-2	·
Cc1ccc(C(=O)NC(=S)Nc2ccccc2C(F)(F)F)cc1	-4	0.3	2.3	-12	-19	1.5	100	3	-0.3	1	230
O=C(c1ccc(Cl)cc1)N1CCN(c2ccnc3cc(Cl)ccc23)CC1	-9	·	-0.7	3	-5	-2.1	92	-1	·	2	·
COc1cccc(-n2nnnc2SCC(=O)NC2CCCCC2)c1	4	1.0	-1.0	6	14	1.3	88	-12	-0.8	12	235
CC(C)c1nc2c(s1)CCc1onc(-c3cccc([N+](=O)[O-])c3)c1-2	-8	4.0	-1.5	7	-8	2.9	107	-8	-0.5	1	-17
O=C(Nc1cccc(C(F)(F)F)c1)Nn1cnnc1	-4	·	-1.7	12	14	0.6	100	20	·	3	15
CCN(CC(=O)NCc1ccc(F)cc1)C(=O)C1CCN(C(=O)Nc2ccccc2)CC1	-5	2.9	-3.2	16	10	1.8	103	-3	1.1	-3	161
O=C(Nc1ccc(F)cc1)Nc1nnc(-c2ccncc2)s1	3	4.8	-0.2	1	6	4.3	99	-11	4.0	-2	11
CCOC(=O)N1CCC(N2Cc3cccc(C(=O)NCc4ccccn4)c3C2=O)CC1	1	4.2	-1.3	8	16	1.8	94	0	-2.5	9	-6
SMILES	PKA-R1A activ	AddAB inh	MOR-DOR ag	MOR-DOR inv ag	PfHsp90 yeast 2	phage Ecoli inh	Pemphigus Ab inh	Arrestin-AP2 inh	E coli growth	Tat transport	Mot1-301 SUMO
COc1ccc(Nc2nc(N)c([N+](=O)[O-])c(N3CCN(C)CC3)n2)cc1	-21	0.5	-2.6	15	10	3.4	88	19	0.3	-5	-4
O=C(OCC(=O)c1c[nH]c2ccccc12)c1cc(Br)ccc1O	0	1.9	0.4	-2	1	4.1	89	-1	0.2	-10	2
Cc1ccc(C(=O)/C=C\C(=O)c2ccc(C)cc2)cc1	11	1.6	-0.9	5	-12	5.6	98	1	2.0	-5	103
CSc1ncc(C(=O)Nc2ccc(Br)cn2)c(C)n1	16	·	-1.4	6	-15	1.5	107	27	·	0	-19
CC1CCCC/C1=N\NS(=O)(=O)c1ccc(Br)cc1 (centres undefined)	3	-0.8	2.8	-17	-2	2.0	103	7	-1.2	6	25
COc1ccc(C(=O)N/N=C/c2ccc(OC(=O)c3cccs3)cc2)cc1	8	2.0	0.4	-2	-101	1.7	100	-2	1.0	-3	-2
COc1cc(C#Cc2c(-c3cncn3C)n(C)c3ccc(-c4cnc(OC)nc4)cc23)cc(OC)c1	-4	1.2	1.0	-5	39	0.8	101	22	-0.1	-7	8
CC(CCc1ccccc1)NC(=O)c1cc2sccc2n1C (centres undefined)	-13	0.6	0.3	-2	21	·	102	4	0.1	7	-3
OCC[C@@H]1C[C@@H](O)[C@H](O)[C@@]2(OCCc3ccccc32)O1	-3	4.4	-2.0	11	-8	0.6	96	33	-2.1	2	551
CCn1nc(-c2ccccc2)c2nc3ccccc3nc21	-8	1.2	-0.2	1	-12	2.1	·	9	-0.7	?	18
O=S(=O)(c1ccc(NC(=S)N/N=C/c2ccc(Oc3ccccc3)cc2)cc1)N1CCOCC1	3	-1.9	-4.0	19	16	3.2	98	6	-1.8	-2	16
C[C@H](CO)N1C[C@H](C)[C@@H](CN(C)S(=O)(=O)c2cn(C)cn2)Oc2ccc(NC(=O)Cc3ccccc3)cc2C1=O	-1	0.4	-2.4	14	6	3.3	105	-10	-1.0	-6	-9
COCCc1nn2c(=O)cc(COC(=O)c3cc(OC)c(OC)c(OC)c3)nc2s1	0	-0.4	-2.9	15	10	0.7	·	-5	0.0	-8	-28
Cc1ccc(C2C(/C=C3/SC(=S)NC3=O)=C(c3cccs3)Oc3ccccc32)cc1 (centres undefined)	1	0.9	-0.3	2	-7	1.2	121	28	-3.7	12	3
COc1cc2[nH]c(=O)n(CCCCCC(=O)NCCc3c[nH]c4ccccc34)c(=O)c2cc1OC	-5	2.9	-1.9	11	·	3.0	103	5	0.0	-3	81
Nc1ccccc1-c1n[nH]c(=S)s1	-6	·	-2.9	14	·	·	114	7	·	4	·
O=C(NCC(=O)N1CCN(Cc2ccccc2)CC1)c1ccc(Br)cc1	-4	5.0	-2.2	12	-9	-0.3	114	-3	-0.6	3	-1
CN(C)N1C(N)=C(C#N)C(c2ccc(F)cc2)C2=C1CCCC2=O (centres undefined)	1	0.0	-2.7	13	-5	0.9	117	-2	0.5	-12	16
COc1ccc(CCC(C(O)C(F)(F)F)S(=O)c2ccccc2)cc1 (centres undefined)	12	1.8	2.1	-13	-8	-1.1	102	5	2.0	1	-13
CC1(C)CC(NC(=O)c2ccccn2)CC(C)(C)N1O	10	-2.9	-1.2	9	·	2.9	90	1	0.4	1	-22
N#Cc1c(-c2ccccc2)nc(SCC(=O)N(c2ccccc2)c2ccccc2)[nH]c1=O	7	1.0	-0.1	1	-12	1.3	98	11	-4.0	5	-5
Cc1cc(C)c(C)c(OCCCOc2cccc3cccnc23)c1	-12	1.1	3.5	-19	42	0.4	130	-6	-0.4	-1	27
COc1ccc(CCNC(=O)/C(=C/c2cccnc2)NC(=O)c2ccccc2)cc1OC	-8	1.8	-1.6	9	-10	2.2	101	32	2.5	-1	-3
COC(=O)C1CCN(C(=O)COC(=O)CC(NC(N)=O)c2ccc(Cl)cc2)CC1 (centres undefined)	1	2.4	-1.8	11	-17	2.7	96	15	-1.5	-5	0
COCCn1c(C)cc(C(=O)COC(=O)C23CC4CC(CC(O)(C4)C2)C3)c1C	-6	0.3	-1.5	8	·	2.7	103	0	0.5	5	1
SMILES	PKA-R1A activ	AddAB inh	MOR-DOR ag	MOR-DOR inv ag	PfHsp90 yeast 2	phage Ecoli inh	Pemphigus Ab inh	Arrestin-AP2 inh	E coli growth	Tat transport	Mot1-301 SUMO
CCOc1cc(C(=O)OCC(=O)Nc2cccc(S(=O)(=O)NC3=NCCCCC3)c2)cc(OCC)c1OCC	-21	-0.3	-1.1	4	·	0.3	·	18	2.1	6	35
CN(C)c1nc2c(c(=O)[nH]c(=O)n2C)n1CCCc1ccccc1	-1	1.3	-1.8	8	2	-1.6	93	46	1.6	-8	18
CCC(=O)Oc1ccc(C(=O)Nc2cccc(C(=O)NC(C)(C)C)c2)cc1	6	3.3	0.7	-5	7	3.2	87*	1	-2.1	1	-11
O=C(NCc1nnnn1-c1ccc(F)c(F)c1)c1ccc2c(c1)OCO2	3	-0.8	1.0	-7	·	1.6	110	-8	0.9	4	-12
Cc1[nH]c2ccccc2c1/C=C/C(=O)c1ccncc1	-9	-3.1	-3.7	19	-2	2.7	113	2	-0.7	-3	11
N#Cc1c(N)nc2c3c(sc(=N)c2c1N)NC(=O)CC3c1c(F)cccc1Cl (centres undefined)	-8	-1.0	-3.0	16	-9	1.1	98	12	-0.5	0	-12
CS(=O)(=O)Nc1cccc(C2=NN(S(=O)(=O)c3ccccc3)C(c3ccco3)C2)c1 (centres undefined)	-4	-0.5	-0.5	3	·	1.9	102	2	-1.5	0	-2
CNC(=O)NNC(=O)c1nc(-c2ccccc2)c(C)o1	·	0.1	·	·	·	2.3	97	-7	-2.5	·	-1
CS(=O)(=O)c1ccc(S(=O)(=O)N2CCC(CO)(CCCc3ccccc3)CC2)cc1	-6	2.9	-1.3	6	4	3.2	102	-3	-2.1	6	-12
Cc1cccc(-c2nnc(SCC(=O)Nc3ncccn3)n2C)c1	2	-2.9	-1.4	7	8	-0.8	103	9	-0.8	-7	47
COc1ccc2nc(NC(=O)C3COc4ccccc4O3)sc2c1 (centres undefined)	4	0.5	-0.7	4	0	0.8	103	3	0.5	2	27
Cc1ccc(C(=O)NCC(=O)Nc2ccncc2)s1	-7	0.9	-0.7	2	32	0.7	109	-11	0.2	22	-5
CSc1nc2sc3c(c2c(=O)n1C)CCC3	-20	1.6	-2.9	14	-38	3.5	103	-5	-1.0	-19	190
